Source: PubChem
DUSP3 inh: VHR1 (DUSP3) phosphatase inhibition; recombinant VHR phosphatase, colorimetric substrate read-out; P51452; inhibition, % at 20 µM; actives 0.7% (n = 50,000); in the data active means inhibition above about 60%; further: some results filed as inactive read as strong as hits
Target sequence (P51452 whole entry, looked up): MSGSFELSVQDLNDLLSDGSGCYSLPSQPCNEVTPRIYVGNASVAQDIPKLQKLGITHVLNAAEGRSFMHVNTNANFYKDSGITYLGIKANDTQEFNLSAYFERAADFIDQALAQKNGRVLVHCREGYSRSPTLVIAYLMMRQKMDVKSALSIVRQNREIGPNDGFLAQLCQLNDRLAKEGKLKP
Numbers without * were called inactive.

O=C(Nc1ccc(N2CCOCC2)cc1)c1ccc(-c2ccc(Cl)cc2Cl)o1 was read as DUSP3 inh 6.3.
C=CCNC(=O)c1ccc(C(=O)c2cc(OC)ccc2OC)cc1 was read as DUSP3 inh 1.8.
COc1ccc(N(CC(=O)Nc2cccc3ccccc23)S(=O)(=O)c2ccc(C)cc2)cc1OC was read as DUSP3 inh -12.5.
CCOC(=O)/C(=C/c1cc2ccccc2n1C)[N+](=O)[O-] was read as DUSP3 inh -3.4.
`COc1ccc(C(=O)Nc2nc(-c3ccc(S(=O)(=O)N4CCOCC4)cc3)cs2)cc1` gave DUSP3 inh 0.5.
`Cc1cc(C)c2nc3s/c(=C\c4cc5c(cc4Br)OCO5)c(=O)n3c2c1` gave DUSP3 inh -14.9.
CC(C)(C)c1cc(Br)ccc1OCC(=O)NCc1ccccc1 was read as DUSP3 inh -6.2.
`CCOC(=O)c1sc(N/N=C/c2cccc(O)c2)nc1C` gave DUSP3 inh 96.7*.
For CC(C)c1ccc(C2OC3(C(=O)c4ccccc4C3=O)C3C(=O)N(c4ccc(Cl)c(Cl)c4)C(=O)C23)cc1 (centres undefined) the results were DUSP3 inh -7.5.
CN(CCO)S(=O)(=O)c1ccc2c(c1)Cc1cc(S(=O)(=O)N(C)CCO)ccc1-2 was read as DUSP3 inh 11.2.
Screening COc1ccc(OC)c(-n2c(O)c(C=NCc3ccccc3F)c(=O)[nH]c2=O)c1 returned DUSP3 inh -10.9.
For CCCCOc1ccc(S(=O)(=O)NCc2ccco2)cc1 the results were DUSP3 inh -0.5.
`O=c1[nH]c(=O)c2nc3cc([N+](=O)[O-])ccc3nc2[nH]1` gave DUSP3 inh 35.4.
For COc1ccc(C2Nc3cccc4cccc(c34)N2)cc1O the results were DUSP3 inh 71.2.
`Cc1ccc(C)c(N2C(=O)C3C4C=CC(C5CC45)C3C2=O)c1` (centres undefined) gave DUSP3 inh -8.3.
Screening O=C1NC(=S)N(c2ccccc2)C(=O)/C1=C/c1ccco1 returned DUSP3 inh 66.9*.
N=c1sc(Cc2cccc(Cl)c2)cn1CC(=O)c1ccccc1 was read as DUSP3 inh -21.4.
Cc1cc(C)cc(OCC(=O)NCc2cccnc2)c1 was read as DUSP3 inh 3.1.
`COc1ccccc1NC(=O)C1=C(C)Nc2sc(C#N)c(N)c2C1c1ccco1` (centres undefined) gave DUSP3 inh 4.4.
COc1cccc(C(=O)Nc2cc(OC)ccc2OC)c1 was read as DUSP3 inh -18.4.
COc1ccc(/C(N)=N/OC(=O)COc2ccccc2C)cc1 was read as DUSP3 inh -21.4.
`CC(CO)(CO)N=Cc1c(O)n(-c2ccccc2)c(=S)[nH]c1=O` gave DUSP3 inh 6.2.
`O=C(NC(=S)Nc1nc(-c2ccccc2)cs1)c1ccc(Cl)cc1` gave DUSP3 inh -15.4.
`CCc1cc(C)cc(OCCn2cc(/C=C3/SC(=S)NC3=O)c3ccccc32)c1` gave DUSP3 inh 3.1.
Screening CC(C)COc1ccc(Cc2c(O)nc(N)[nH]c2=O)cc1 returned DUSP3 inh -2.3.
Screening CCOc1cc(/C=N/Nc2nc(-c3ccccc3)cs2)ccc1O returned DUSP3 inh 2.1.
CC(C)(C)NC(=O)C(=O)N/N=C/c1ccc(Cl)cc1Cl was read as DUSP3 inh -13.6.
Screening CC(C)OC(=O)c1c(-c2ccccc2)csc1NC(=O)CCC(=O)O returned DUSP3 inh 10.4.
Screening Cc1cc(C)c(C#N)c(SCC(=O)N2CCOCC2)n1 returned DUSP3 inh -29.0.
`O/N=C/c1ccccc1OCc1ccccc1` gave DUSP3 inh -23.2.
O=C(Nc1ccc(N2CCOCC2)cc1)c1ccc(-c2ccccc2)cc1 was read as DUSP3 inh -18.4.
CCCCc1ccc(/C=N/Nc2ccc([N+](=O)[O-])cc2)s1 was read as DUSP3 inh 6.9.
O=C(c1cccc(Br)c1)N1CCN(c2ccccn2)CC1 was read as DUSP3 inh -10.4.
`O=C(CCC1CCCC1)N1CCN(C2CCCCC2)CC1` gave DUSP3 inh -11.2.
For Cc1cc(C)nc(SCC(=O)Nc2ccc(C)c(NC(=O)CSc3nc(C)cc(C)n3)c2)n1 the results were DUSP3 inh -22.3.
Screening COc1ccc(CNS(=O)(=O)c2c(C)cc(C)cc2C)cc1 returned DUSP3 inh 18.0.
CC(C)CN1C(=O)/C(=C/c2ccco2)SC1=S was read as DUSP3 inh 2.1.
`COc1ccc(NC(=O)c2cnn3c2NC(c2ccccc2)CC3C(F)(F)F)cc1OC` (centres undefined) gave DUSP3 inh -10.7.
For COc1ccc(C(=O)c2ccc(N3CCNCC3)c(F)c2)cc1Br the results were DUSP3 inh -1.6.
CCCN1C(=O)C(=Cc2nc3ccccc3c(=O)n2CC)c2cc(Br)ccc21 was read as DUSP3 inh -11.9.

A portion of the results above, for reference:
COc1ccc(/C(N)=N/OC(=O)COc2ccccc2C)cc1 was read as DUSP3 inh -21.4.
`CC(CO)(CO)N=Cc1c(O)n(-c2ccccc2)c(=S)[nH]c1=O` gave DUSP3 inh 6.2.
`O=C(NC(=S)Nc1nc(-c2ccccc2)cs1)c1ccc(Cl)cc1` gave DUSP3 inh -15.4.
`CCc1cc(C)cc(OCCn2cc(/C=C3/SC(=S)NC3=O)c3ccccc32)c1` gave DUSP3 inh 3.1.
Screening CC(C)COc1ccc(Cc2c(O)nc(N)[nH]c2=O)cc1 returned DUSP3 inh -2.3.
Screening CCOc1cc(/C=N/Nc2nc(-c3ccccc3)cs2)ccc1O returned DUSP3 inh 2.1.
CC(C)(C)NC(=O)C(=O)N/N=C/c1ccc(Cl)cc1Cl was read as DUSP3 inh -13.6.
Screening CC(C)OC(=O)c1c(-c2ccccc2)csc1NC(=O)CCC(=O)O returned DUSP3 inh 10.4.
Screening Cc1cc(C)c(C#N)c(SCC(=O)N2CCOCC2)n1 returned DUSP3 inh -29.0.
`O/N=C/c1ccccc1OCc1ccccc1` gave DUSP3 inh -23.2.
O=C(Nc1ccc(N2CCOCC2)cc1)c1ccc(-c2ccccc2)cc1 was read as DUSP3 inh -18.4.
CCCCc1ccc(/C=N/Nc2ccc([N+](=O)[O-])cc2)s1 was read as DUSP3 inh 6.9.
O=C(c1cccc(Br)c1)N1CCN(c2ccccn2)CC1 was read as DUSP3 inh -10.4.
`O=C(CCC1CCCC1)N1CCN(C2CCCCC2)CC1` gave DUSP3 inh -11.2.
For Cc1cc(C)nc(SCC(=O)Nc2ccc(C)c(NC(=O)CSc3nc(C)cc(C)n3)c2)n1 the results were DUSP3 inh -22.3.
Screening COc1ccc(CNS(=O)(=O)c2c(C)cc(C)cc2C)cc1 returned DUSP3 inh 18.0.

Returning to the listing; the 2 compounds before the break are reprinted first.
For COc1ccc(C(=O)c2ccc(N3CCNCC3)c(F)c2)cc1Br the results were DUSP3 inh -1.6.
CCCN1C(=O)C(=Cc2nc3ccccc3c(=O)n2CC)c2cc(Br)ccc21 was read as DUSP3 inh -11.9.
O=C(O)c1cc(S(=O)(=O)N2CCCCCC2)c(Cl)cc1Cl was read as DUSP3 inh -25.1.
Screening COc1ccc(C(NC(=O)c2ccco2)c2ccc(OC)c(OC)c2)cc1 (centres undefined) returned DUSP3 inh 97.2.
For CCOc1cc(/C=C2/SC(=S)N(CC)C2=O)cc(Br)c1OCCOc1cccc(OC)c1 the results were DUSP3 inh -13.3.
O=C(Nc1ccc2nn(-c3cccc4ccccc34)nc2c1)c1ccc([N+](=O)[O-])o1 was read as DUSP3 inh 23.2.
For Clc1ccc(N2CCN(/N=C\c3ccc4c(c3)OCO4)CC2)cc1 the results were DUSP3 inh -14.8.
`C/C(=N\N=C1\NC(=O)C(CC(=O)Nc2ccccc2C(F)(F)F)S1)c1ccco1` (centres undefined) gave DUSP3 inh -28.1.
For CC(C)COc1ccc(C(=O)Nc2ccc([N+](=O)[O-])cc2)cc1 the results were DUSP3 inh 14.0.
O=C(Cc1cccs1)Nc1ccc(Br)cc1C(=O)O was read as DUSP3 inh 8.6.
COc1ccc(C2C(=O)c3ccccc3C2=Nc2ccc(Br)cc2)cc1 (centres undefined) was read as DUSP3 inh -10.6.
For COc1cc(/C=C2\C=C(c3ccc(Cl)cc3)OC2=O)cc(Br)c1OC(C)=O the results were DUSP3 inh 24.3.
C=CCN1C(=O)/C(=C/c2ccc(O)c(OC)c2)S/C1=N\S(=O)(=O)c1ccc([N+](=O)[O-])cc1 was read as DUSP3 inh -18.3.
Screening COc1cccc(C(=O)N2CCN(C3CCCC3)CC2)c1 returned DUSP3 inh 3.3.
Screening CCCC(=O)Nc1ccc(C(=O)/C=C/c2ccc(Cl)cc2Cl)cc1 returned DUSP3 inh 8.2.
For COC(=O)c1sc(NC(=O)/C=C/c2cccc([N+](=O)[O-])c2)c(C(=O)OC)c1C the results were DUSP3 inh -11.9.
For COC(=O)c1sc(NC(=O)c2ccccc2F)c(C(=O)OC)c1C the results were DUSP3 inh 3.4.
`COc1ccc(OCCCCN2CCN(C)CC2)cc1` gave DUSP3 inh 0.6.
`COc1cccc(/C(C)=N/NC(=O)C2CC2)c1` gave DUSP3 inh -16.6.
CCC1(C)CC(CCNCc2ccccc2)(c2ccc(C)cc2)CCO1 (centres undefined) was read as DUSP3 inh -4.3.
Screening CCCc1ncc(C(O)c2ccc(OCC)cc2)n1C (centres undefined) returned DUSP3 inh -8.7.
For O=C(CCCN1C(=O)/C(=C\c2cccs2)SC1=S)Nc1nc2ccccc2s1 the results were DUSP3 inh 20.5.
Cc1ccc2cccc(OC(=O)c3oc4ccccc4c3C)c2n1 was read as DUSP3 inh -10.9.
For COc1ccc(CCNC(=O)c2ccccc2OC)cc1OC the results were DUSP3 inh 0.6.
`Cc1onc(-c2ccccc2Cl)c1C(=O)NN` gave DUSP3 inh -14.7.
Screening O=C1c2ccc(S(=O)(=O)c3ccc4c(c3)C(=O)N(CCO)C4=O)cc2C(=O)N1CCO returned DUSP3 inh -11.4.
CN(C)/C(=N\S(=O)(=O)c1ccc(Br)cc1)c1ccccc1 was read as DUSP3 inh -5.9.
For CC1(C)CC(NC(=O)COc2cccc3ccccc23)CC(C)(C)N1 the results were DUSP3 inh -30.5.
O=C1CNC(=O)/C1=C/c1ccc(Br)cc1 was read as DUSP3 inh 2.5.
For COc1ccc(C(CC(=O)c2ccc(Cl)cc2)Nc2ccc(Br)cc2)cc1 (centres undefined) the results were DUSP3 inh 4.4.
Screening Fc1ccc(-c2noc(-c3ccccc3)n2)cc1 returned DUSP3 inh -36.5.
`Cc1oc2ccc(OCc3c(F)cccc3Cl)cc2c1C(=O)O` gave DUSP3 inh -28.2.
Screening COc1cccc(C(=O)OCC(=O)c2ccc(Cl)cc2)c1 returned DUSP3 inh 14.7.
CCN1CCN(CC(O)COc2ccccc2C(C)(C)C)CC1 (centres undefined) was read as DUSP3 inh 5.1.
For CCc1ccc(N2CC(C(=O)N/N=C/c3cccc([N+](=O)[O-])c3)CC2=O)cc1 (centres undefined) the results were DUSP3 inh -10.1.
For O=C1N/C(=N/N=C\c2ccco2)SC1Cc1ccc(SC(F)F)cc1 (centres undefined) the results were DUSP3 inh 11.0.
`Cc1ccc(N2C(=O)/C(=C\c3ccc(-c4ccc(Cl)c(C(=O)O)c4)o3)C(=O)NC2=S)cc1` gave DUSP3 inh 1.4.
Cc1c(C(=O)OC(C)C)sc(NC(=O)COc2ccc(Cl)cc2)c1C(N)=O was read as DUSP3 inh 8.2.
`COc1cc(/C=C2\C(=O)NC(=S)N(c3ccc(Cl)cc3)C2=O)ccc1OCC(=O)O` gave DUSP3 inh 28.2.
`COc1ccc(NC(=O)C(=O)NC2CCCC2)cc1` gave DUSP3 inh 1.3.
`COC(=O)C1=C(O)/C(=C\c2ccccc2)N=C1C` gave DUSP3 inh -11.7.
Screening COC(=O)C1=C(C)N(C)C(C)=C(C(=O)OC)C1c1cc([N+](=O)[O-])ccc1Cl returned DUSP3 inh -3.1.
Screening CN(C)C(=O)C(NC(=O)c1ccccc1)=C1CCCCC1 returned DUSP3 inh 24.3.
CCCCCc1nc2sc3c(c2c(=O)n1N)CCCC3 was read as DUSP3 inh -7.3.
For CN(C)c1cccc(NC(=O)c2cc(F)c(F)cc2Cl)c1 the results were DUSP3 inh 23.9.
For CC(C)(C)c1ccc(OCC(=O)Nc2ccc(N3CCOCC3)c(Cl)c2)cc1 the results were DUSP3 inh 5.0.
`Nc1nc2nonc2nc1Nc1ccccc1` gave DUSP3 inh 2.7.
`CC(=O)CSc1sc(=S)sc1SCC(C)=O` gave DUSP3 inh 42.4.
For COc1cc(NC(=O)c2cccnc2)ccc1NC(=O)c1cc2ccccc2o1 the results were DUSP3 inh -11.8.
For CCCCCSc1nnc2c(n1)[nH]c1ccccc12 the results were DUSP3 inh -14.6.
For Fc1ccccc1OCCCCCCN1CCCC1 the results were DUSP3 inh 1.8.
O=C(COc1ccc(Br)cc1)Nc1ccc2oc(-c3ccccc3F)nc2c1 was read as DUSP3 inh -11.6.
Screening CCC(Oc1ccccc1)C(=O)Nc1sc2c(c1C(=O)OC)CCC(C)C2 (centres undefined) returned DUSP3 inh 4.4.
`CC1=C(C(=O)Nc2ccc(Cl)cc2)C(c2cccc3ccccc23)NC(=S)N1` (centres undefined) gave DUSP3 inh 3.2.
For CCN1C(=O)/C(=C\c2cc(OC)c(OC)c(OC)c2)SC1=S the results were DUSP3 inh -2.4.
For CCOc1ccc(C2Nc3ccccc3NC3=C2C(=O)CC(c2ccccc2)C3)cc1 (centres undefined) the results were DUSP3 inh 3.7.
`COC(=O)COc1ccc(/C=C2\C(=O)NC(=O)N(c3ccc(F)cc3)C2=O)cc1OC` gave DUSP3 inh 35.7.
Screening Cc1c(Cl)cccc1N1C(=O)C2C3c4ccccc4C(C)(c4ccccc43)C2C1=O (centres undefined) returned DUSP3 inh -5.0.
For CS(=O)(=O)N1CCN(CC(O)Cn2c3ccccc3c3ccccc32)CC1 (centres undefined) the results were DUSP3 inh -8.4.
O=C(Nc1ccc(Cl)c2c1C(=O)c1ccccc1C2=O)c1ccc([N+](=O)[O-])cc1Cl was read as DUSP3 inh -5.5.
Screening CCCOc1ccc(/C=N/Nc2nc(-c3ccccc3)nc(C)c2C)c(O)c1 returned DUSP3 inh -17.8.
For COC(=O)c1ccc(Cl)c(NC(=O)NC(c2ccccc2)c2ccccc2)c1 the results were DUSP3 inh -24.4.
`O=C(c1ccc(S(=O)(=O)c2ccc(Cl)cc2)cc1)c1ccc(S(=O)(=O)c2ccc(Cl)cc2)cc1` gave DUSP3 inh 4.9.
For O=C(COc1ccccc1)Nc1ccc(NC(=O)c2ccco2)cc1 the results were DUSP3 inh 21.5.
`COc1ccc(C(=O)N2c3ccc(C)cc3C(Nc3ccc(C)cc3)CC2C)cc1` (centres undefined) gave DUSP3 inh -4.4.

An excerpt; count on the stated rates, not on these rows.
